PERK inhibitor – block of dimerizer-induced PERK translation repression, primary screen, PERK inhibitor project, CHO PERK-DD cells, SEAP luminescence, HTS; Eukaryotic translation initiation factor 2-alpha kinase 3 (Homo sapiens), Q9NZJ5; CHO PERK-DD fusion, SEAP luminescence translation reporter; inhibition, % at 5.6 µM; actives 0.17% (n = 220,000);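 active means inhibition above the mean inhibition of all tested compounds plus 3 SD, set separately per screening campaign, cut at about 2.9% in these data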;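 further: PERK kinase domain activated by AP20187 dimerizer at 100 nM; 0% = DMSO with dimerizer and 100% = rapamycin at 8.4 µM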
thrombin 1536 – human alpha-thrombin inhibitors, primary screen, counter-screen for coagulation protease inhibitor project, biochemical, 1536-well, fluorogenic AMC substrate; actives 0.26% (n = 220,000); Prothrombin (Homo sapiens), P00734; inhibition, % at 5 µM; Boc-VPR-AMC fluorogenic substrate cleavage;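 active means inhibition at or above 40%; inactive means inhibition below 40%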;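 further: 0% = enzyme with no compound and 100% = wells without enzyme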
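Assay system: human alpha-thrombin enzyme. Reagent: Boc-VPR-AMC substrate, 15 µM final. Compound dosing: one concentration per compound, 5 µM, with 0.2% DMSO. Incubation: room-temperature reaction. Technique: AMC fluorescence, 355/460 nm. Measure: % inhibition relative to enzyme controls and enzyme-free blanks.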
FXIa inh – human FXIa protease inhibitors, primary screen, biochemical, 1536-well | purified FXIa, Boc-Glu-Ala-Arg-AMC fluorogenic substrate | inhibition, % at 5 µM | actives 0.14% (n = 220,000) | Coagulation factor XI (Homo sapiens), P03951;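 active means inhibition of at least 40%; inactive means inhibition below 40%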;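 further: fluorescence of freed AMC excited at 355 nm; 0% = enzyme without compound and 100% = no enzyme blank; many of its hits are not listed in these tables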
Target sequence (P03951 19-387 limits assumed): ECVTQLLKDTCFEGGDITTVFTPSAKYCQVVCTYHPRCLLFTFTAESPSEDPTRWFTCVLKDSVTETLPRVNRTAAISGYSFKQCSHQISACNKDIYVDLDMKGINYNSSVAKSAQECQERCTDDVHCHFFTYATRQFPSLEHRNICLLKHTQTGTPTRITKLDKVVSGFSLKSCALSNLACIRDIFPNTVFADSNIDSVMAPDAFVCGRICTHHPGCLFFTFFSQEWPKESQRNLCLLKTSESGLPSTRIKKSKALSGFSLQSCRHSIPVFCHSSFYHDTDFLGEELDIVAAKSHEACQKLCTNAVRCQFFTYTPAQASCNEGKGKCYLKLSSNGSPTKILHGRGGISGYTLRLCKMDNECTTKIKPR
Target sequence (P03951 388-625 limits assumed): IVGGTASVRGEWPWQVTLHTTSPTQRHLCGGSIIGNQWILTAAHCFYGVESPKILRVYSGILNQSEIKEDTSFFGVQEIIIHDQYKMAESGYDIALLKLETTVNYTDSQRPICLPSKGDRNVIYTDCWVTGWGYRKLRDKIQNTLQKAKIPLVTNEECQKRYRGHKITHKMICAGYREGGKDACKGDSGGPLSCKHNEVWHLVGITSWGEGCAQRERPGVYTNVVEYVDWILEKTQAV
m-calpain inh – inhibitors of pig calpain II, primary screen, biochemical, fluorogenic peptide substrate, 1536-well | purified calpain II, 30 min | inhibition, % at 16 µM | actives 0.37% (n = 220,000) | AID 1236, 2008;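 active means inhibition above about 50%, limit read from the data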
hK5 inh – human KLK5 protease inhibitors, primary screen, biochemical, 1536-well; Kallikrein-5 (Homo sapiens), Q9Y337; recombinant hK5, fluorogenic AMC substrate cleavage; inhibition, % at 5 µM; actives 0.59% (n = 210,000); AID 873, 2007;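 active means inhibition of 40% or more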;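 further: 0% = enzyme controls without compound and 100% = no-enzyme blanks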
KCC2 mod – KCC2 cotransporter modulators, thallium flux, primary screen, cell-based, HEK293 KCC2, FluoZin-2 fluorescence, MLSMR | Solute carrier family 12 member 5 (Homo sapiens), Q9H2X9 | KCC2 cells, thallium flux FluoZin-2 fluorescence | B-score of Tl+ flux slope (higher = more flux/activation; lower = inhibition) at 10 µM | actives 2.2% (n = 190,000);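 active means thallium flux slope and its plate-corrected score both differing from the plate sample mean at a set confidence after two filtering rounds, in either direction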;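 further: slope of fluorescence scaled to starting intensity during 10 to 20 s after thallium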
Rad51 HR inh – human RAD51 strand exchange inhibitors, primary screen, biochemical, fluorescence. DNA repair protein RAD51 homolog 1 (Homo sapiens), Q06609. hRad51 DNA strand exchange, fluorescence dequenching. AID 1385, 2008. inhibition, % at 10 µM. actives 0.085% (n = 200,000);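 active means inhibition above 40% at the single screening dose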;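 further: 0% = DMSO control wells and 100% = blanks with heterologous ssDNA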
Target sequence (Q06609 whole entry, looked up): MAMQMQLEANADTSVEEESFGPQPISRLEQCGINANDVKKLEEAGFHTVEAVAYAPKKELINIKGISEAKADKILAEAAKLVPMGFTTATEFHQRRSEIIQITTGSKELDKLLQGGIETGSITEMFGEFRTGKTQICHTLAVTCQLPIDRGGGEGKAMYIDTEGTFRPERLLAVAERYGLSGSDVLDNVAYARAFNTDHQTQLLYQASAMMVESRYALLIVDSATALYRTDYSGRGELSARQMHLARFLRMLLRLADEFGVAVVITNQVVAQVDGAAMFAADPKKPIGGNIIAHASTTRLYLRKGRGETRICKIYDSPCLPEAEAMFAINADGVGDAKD
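Test system – preformed human Rad51 ssDNA filaments · Reagent – Donor/quencher-labelled 47-bp dsDNA substrate · Incubation – 37 °C 15-min filament assembly, 30-min compound preincubation, 15-min exchange · Signal – FRET fluorescence dequenching, excitation 485 nm, emission 520 nm · Read-out – percent inhibition from fluorescence, normalised to plate control and blank means · Benchmarks – plate control and blank wells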
Furin inh – human furin inhibitors, primary screen, biochemical, fluorescence intensity; purified furin, fluorogenic substrate cleavage; inhibition, % at 30 µM; actives 0.061% (n = 220,000); AID 463115, 2010; in the data active means inhibition above about 25%; further: inactives centre near -15
FXIIa inh – human FXIIa protease inhibitors, primary screen, biochemical, 1536-well; Coagulation factor XII (Homo sapiens), P00748; purified FXIIa, Boc-QGR-AMC fluorogenic substrate, 2 h; inhibition, % at 5 µM; actives 0.3% (n = 220,000); in the data active means inhibition above about 40%;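 further: 0% = enzyme with no compound and 100% = blank without enzyme; many of its hits are not listed in these tables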
Numbers without * were called inactive; . = no result given; [ ] = dose if it differs, or a comment.

SMILES	PERK inhibitor	thrombin 1536	FXIa inh	m-calpain inh	hK5 inh	KCC2 mod	Rad51 HR inh	Furin inh	FXIIa inh
CC(=O)c1cccc(NC(=O)COc2ccc(S(=O)(=O)N3CCCCC3)cc2)c1	-0.8	1	3	17	-1	-0.08	6	-21[20 µM]	0
O=C1c2nc3ccccn3c2C(=O)N1Cc1ccccc1	1.2	7	7	-29	-5	.	-2	-18	21
COc1cc(/C=N/NC(=O)CCOc2ccccc2C)cc(Br)c1O	0.0	2	1	-109	5	-2.4	17	-23	12
CCc1nc(NCCN)c(C#N)c2c1CSC(C)(C)C2	-1.1	-8	1	-54	-20	0.96	2	-24[20 µM]	-3
Cc1cc2c(c(=O)n1C)C(Cc1ccccc1)C(C#N)=C(N)O2 (stereo not drawn)	-0.1	-2	14	-34	11	0.29	-8	-21[20 µM]	45*
C/C(CC(=O)Nc1ccccc1C)=N\NC(=O)Cc1csc(N)n1	1.2	0	1	-2	-11	2	9	-6[20 µM]	13
Cc1ccccc1Nc1c(-c2ccccn2)nc2c(C)cccn12	0.9	-2	-1	29	3	0.024	4	-15	6
COc1ccc(OC)c(Cc2nnc(CCC(=O)N3CCC(N4CCCCC4)CC3)o2)c1	0.0	23	30	-18	44*	0.18	-27	-3	32
O=C1NC2(CCCC2)C(=O)N1Cc1cc(=O)n2ccsc2n1	-0.1	0	-2	-4	-5	-0.098	-2	-2	7
C1=C(CCNc2ncnc3nc[nH]c23)CCCC1	0.8	-2	-1	-2	-22	1.5	8	-14	9
CCN(CC(=O)NCc1ccc(F)cc1)C(=O)/C=C/c1cccs1	1.5	-3	-1	-14	6	-0.058	.	-21	0
CC(C)COc1ccc(CNC(=S)NCc2ccccc2)cc1	0.6	-7	10	33	-7	-0.11	-3	-19[20 µM]	1
COc1ccc(OCC(O)CNC(=O)Nc2cc(F)ccc2C)cc1 (stereo not drawn)	0.1	-3	6	5	1	-0.057	17	-14	13
C=CCSc1nc2ccsc2c(=O)n1-c1cccnc1	0.8	-1	-2	16	-13	-1.3	-23	-12	1
CCC(CC)c1nnc(NC(=O)c2ccc3ccccc3n2)s1	-1.4	0	0	-1	-14	16*	1	12[20 µM]	14
COc1ccc([N+](=O)[O-])cc1NC(=O)COC(C)=O	1.9	1	-1	-9	-7	0.94	-3	-8	2
c1ccc(-c2nc(N3CCCCCC3)nc(-n3ccnc3)n2)cc1	-0.3	-4	-2	2	1	-0.027	1	1	13
O=C1CCCCC1S(=O)(=O)c1ccccc1 (stereo not drawn)	1.2	-9	0	6	-10	0.49	-27	-12	0
c1ccc(-c2nc(NCc3cccnc3)c3ccccc3n2)cc1	-0.9	-3	1	20	10	.	4	-20[20 µM]	16
C=COCCn1c(=N)n(CCC)c2ccccc21	0.0	-8	-7	-13	-2	.	-5	-25	7

The final 5 entries of the section before open the next one.
SMILES	PERK inhibitor	thrombin 1536	FXIa inh	m-calpain inh	hK5 inh	KCC2 mod	Rad51 HR inh	Furin inh	FXIIa inh
COc1ccc([N+](=O)[O-])cc1NC(=O)COC(C)=O	1.9	1	-1	-9	-7	0.94	-3	-8	2
c1ccc(-c2nc(N3CCCCCC3)nc(-n3ccnc3)n2)cc1	-0.3	-4	-2	2	1	-0.027	1	1	13
O=C1CCCCC1S(=O)(=O)c1ccccc1 (stereo not drawn)	1.2	-9	0	6	-10	0.49	-27	-12	0
c1ccc(-c2nc(NCc3cccnc3)c3ccccc3n2)cc1	-0.9	-3	1	20	10	.	4	-20[20 µM]	16
C=COCCn1c(=N)n(CCC)c2ccccc21	0.0	-8	-7	-13	-2	.	-5	-25	7
S=C(Nc1ccc2snnc2c1)N1CCN(c2ccccn2)CC1	0.4	0	0	16	-23	0.98	.	-11[20 µM]	8
CCCc1[nH]n(-c2ccc(F)cc2)c(=O)c1C=NCC1CCCO1 (stereo not drawn)	1.1	-1	0	-17	-3	-0.67	.	-26	1
COc1cc(OC)c(NC(=S)Nc2cc(Cl)cc(Cl)c2)cc1Cl	1.1	-12	9	-9	-2	1.5	9	-9	16
CCCCCCN=C(C)C1=C(O)C(C(=O)OC)C(C)(C)CC1=O (stereo not drawn)	-1.1	-2	3	-9	-6	.	-1	-3	13
COc1ccc(N2CCN(CCCNC(=O)C3CCCN(S(=O)(=O)c4cnc[nH]4)C3)CC2)cc1 (stereo not drawn)	1.0	-3	-2	11	-7	0.51	1	-24	11
CCOC(=O)c1ccc(N2CN(C3CCCCC3)CNC2=S)cc1	1.5	-4	6	-6	-11	-0.051	-22	-13	16
COc1cccc(OCC(Cn2c(C)nc3ccccc32)OC(C)=O)c1 (stereo not drawn)	0.0	-5	0	-23	1	-0.67	-3	-26	.
COc1ccc(C2CC(C(F)(F)F)n3nc(C(N)=O)c(Cl)c3N2)cc1OC (stereo not drawn)	0.3	-15	-1	-22	-9	0.073	-2	-28	12
CCOC(=O)c1c(N)sc(C(=O)N(C)C)c1CN1CCOCC1	2.5	0	0	-21	-1	-0.57	-2	-17[20 µM]	10
Cc1ccccc1Cn1nc(C)c(NC(=O)c2cc3nc(-c4ccco4)cc(C(F)(F)F)n3n2)c1C	-1.6	6	3	-141	-16	.	-3	-9	1
COc1cnc(-c2ccccc2)[nH]c1=O	-0.2	-6	-1	22	4	0.036	-8	-16	11
CCOc1c(Br)cc(CNc2ccc3c(c2)OCCO3)cc1OC	-0.2	4	5	-2	0	-0.29	0	-5[20 µM]	15
O=C(COC(=O)[C@@H]1CCCN1S(=O)(=O)c1ccc(Cl)cc1)NC12CC3CC(CC(C3)C1)C2	0.9	5	6	22	-1	1.1	-1	-15	-2
CN(C)CCCN1C(=O)C(=O)/C(=C(/O)c2ccncc2)C1c1cccc(Br)c1 (stereo not drawn)	1.2	4	-9	26	13	0.51	11	-2[20 µM]	17
CCOC(=O)c1c(NC(=O)CSc2c[nH]c3ccccc23)sc2c1CCCC2	0.2	-4	6	6	-4	1.4	12	-10	10
Oc1ccccc1-c1cc(-c2ccccc2)no1	-0.8	-5	-5	-31	2	-0.074	-7	-16[20 µM]	-5
CCn1c(C)nc2cc(C(=O)NNC(=S)Nc3ccc(Cl)cc3)ccc21	0.9	0	0	-5	-25	-1.3	-37	-14	19
CCOC(=O)c1ccc(N2C(=O)CC(N3CCN(Cc4ccccc4)CC3)C2=O)cc1 (stereo not drawn)	-0.6	-6	-6	5	0	.	-4	-27	-6
Cc1cccc(COCC(Cc2ccccc2)N2CCN(C(=O)c3ccc(C(F)(F)F)cc3)CCC2=O)c1 (stereo not drawn)	-0.1	2	11	14	-2	-0.53	0	-1	23
O=S(=O)(CC12C3C4C5C1C2C(Br)(C43)C51OCCO1)c1ccccc1 (stereo not drawn)	-1.4	-9	-4	17	-12	-0.034	3	-16	6
COc1ccccc1CC(=O)NCCc1ccc(S(N)(=O)=O)cc1	0.9	4	6	5	-16	1.8	3	-16[20 µM]	8
CCOc1ccc(S(=O)(=O)Nc2ccccc2SC)c2cccnc12	-1.3	1	7	-1	-8	.	2	-14	17
CN1CCN(Cc2nc3ccccc3c(=O)n2Cc2nc(-c3cccc([N+](=O)[O-])c3)cs2)CC1	-0.7	-3	-39	-51	-21	-1.4	3	-29	-4
COc1ccc(NC(=S)N(CCc2c(C)[nH]c3ccc(C)cc23)Cc2cccnc2)cc1	-0.8	-1	2	-28	-13	-0.022	.	-14	-1
CCCNS(=O)(=O)c1ccc(NC(=O)Cc2cccs2)cc1	0.3	7	1	-8	-10	1.2	6	-10[20 µM]	7
O=C(CCS(=O)CCC(=O)NCc1ccccc1)NCc1ccccc1	1.1	0	-8	-21	-21	0.02	4	-17	-6
OCC1(Cc2ccc(Cl)cc2)CCN(Cc2ccc(Oc3ncccn3)cc2)CC1	-0.3	-10	-6	-27	-3	0.046	-4	-27	8
O=C(Nc1ccccc1)c1cccnc1NCCc1ccccc1	-0.3	21	-2	26	6	-0.28	-6	-13	-4
Cc1nc2c(ncn2-c2ccccc2)c(=O)n1NC(=O)CN1CCCC1	1.6	-1	-6	-15	-1	0.65	2	-26	7
CCC(=O)N1CCc2cc(S(=O)(=O)CCC(=O)NCCc3ccccc3)ccc21	-0.8	5	11	5	-22	-0.46	5	-20[20 µM]	8
c1ccc(-c2ccc(C3CCCN3)cc2)cc1 (stereo not drawn)	-0.2	-2	7	-20	3	0.027	8	-28	6
CCn1nc(C)c(Br)c1-c1nc(CS(=O)(=O)c2ccsc2)no1	1.0	4	-2	-1	1	-1.4	2	-24	10
COC(=O)c1ccc(C(c2c(N)n(Cc3ccccc3)c(=O)n(C)c2=O)N2CCOCC2)cc1 (stereo not drawn)	-1.3	-5	-11	12	-19	-0.23	-4	-9	-1
Cc1ccc(NC(=O)C2c3ccccc3Oc3ccccc32)nc1	0.4	-3	-2	-30	0	-0.26	-4	-28	9
O=C(CSc1nc2ccccc2[nH]1)c1ccco1	0.7	-6	18	3	0	0.49	0	-11	21
O=C(Nc1ccc(C(=O)O)cc1)/C(=C\C=C\c1ccccc1)NC(=O)c1cccc(Br)c1	0.4	1	-4	26	-20	-0.46	0	-14	-4
CCOC(=O)c1cc(-c2ccc(Cl)cc2)nc2c1c(C)nn2CCC#N	-0.2	6	4	-97	-53	0.013	-1	-13[20 µM]	8
Nc1ccc(-c2nc3ccc(N)cc3s2)cc1	1.0	-5	-75	-320	-88	0.091	-6	-261	-159
C=C1CCC2C(C)(C)[C@H](O)CC[C@@]2(C)[C@@H]1COc1cc(=O)oc2ccccc12 (stereo partly drawn)	-1.0	-6	-2	-29	-12	0.12	1	-12	3
Cc1cccc(Cc2nnc(CCC(=O)N3CCCC(CN4CCOCC4)C3)o2)c1 (stereo not drawn)	0.6	-1	-4	-28	-2	1.4	5	-29	7
COc1cc(OC)c(OC)cc1/C=N/Nc1ncnc2c1[nH]c1ccc(C)cc12	0.6	-5	-4	-86	-4	-1.1	-9	-13	3
CC(C(=O)Nc1cccnc1)N1C(=O)C2C3C=CC(C3)C2C1=O (stereo not drawn)	0.6	-3	3	-23	4	.	-1	-12	13
Cc1cccc(-c2cc3nc(C)c(C)c(NCCCn4ccnc4)n3n2)c1	-0.7	-4	-5	-3	-3	-1.3	3	-11	3

A portion of the library; rates above refer to the full screens.
